Compound activity (PubChem BioAssay)
T cell HTS – modulates CD8 T cell binding to vesicles; actives 0.068% (n = 330,000); AID 2052; 2C CD8+ T cell-vesicle binding, flow cytometry; stronger effect = lower value; calls only at 7 µM;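 active = response, share of CD8 T cells binding vesicles, and their 90th percentile fluorescence all below set limits, cut at about 80% in these data, passing the limit was not always enough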
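Benchmarks: naked versus QL9-loaded vesicles / Assay system: purified 2C TCR transgenic mouse naive CD8+ T cells / Technique: high-throughput flow cytometry with anti-B7-1 and anti-CD8 staining / Timing: Cell–vesicle co-incubation 1.5 h at 37 °C, staining 20 min on ice / Read-out: percent CD8+ FL2 mean versus row control / Probe or stimulus: QL9-loaded Drosophila micro-vesicles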
human PMI inhibition – inhibitors of human PMI, primary screen, biochemical, fluorescence intensity, coupled assay (AID 1209); inhibition, % at 20 µM, or IC50 in µM where a hit was titrated; actives 0.42% (n = 190,000); purified PMI enzyme, coupled fluorescence intensity; higher % means a stronger effect;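 also: plate controls were DMSO vehicle for no effect and wells lacking substrate for full effect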
MT stabilizer – stabilizes microtubules in HeLa cells; HeLa tubulin immunostaining HCS, 24 h; share of cells brighter than vehicle mean+2SD; % tubulin-high responders, % at 10 µM; actives 0.83% (n = 200,000);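 active = plate Z-score above 3 for both tubulin-high and condensed-nucleus cell shares, with cell loss under 80%, at 10 µM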;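 also: anti alpha tubulin signal scored within the nucleus-defined area of each cell; some results filed as inactive read as strong as hits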
Hep lipid drop – modulators of hepatic lipid droplet formation | AML12 mouse hepatocytes, oleate lipid droplets, BODIPY imaging | actives 0.4% (n = 240,000) | inhibition, % at 6.5 µM | AID 1656;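 active = lipid droplet intensity inhibited by at least 50%, with more than 500 cells counted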
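Material – mouse AML12 hepatocyte cell line, fixed after treatment · Compound dosing – one dose, 6.5 µM compound · Times – compound with oleate, overnight · Measured by – Image-based BODIPY and DAPI two-channel analysis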
b-catenin transl – modulators of beta-catenin nuclear translocation | HeLa beta-catenin nuclear translocation, immunofluorescence imaging | nuclear translocation activity, % at 5 µM | actives 0.3% (n = 190,000);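 active = nuclear translocation activity above 50% at 5 µM, with a well cell count of 50 or more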;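 also: per-cell ratio of nuclear to cytoplasmic median beta-catenin stain intensity; plate controls were DMSO negative control for no effect and GSK-3 inhibitor IX positive control for full effect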
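Test system: human HeLa cells, endogenous beta-catenin. Times: 24 h compound exposure, 37°C. Measured by: beta-catenin immunofluorescence imaging with DAPI.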
human PMI inhibitors – human PMI inhibitors, high substrate, primary screen, biochemical, fluorescence intensity, high mannose 6-phosphate (AID 1220); recombinant PMI enzyme, coupled fluorescence intensity; higher % means a stronger effect; inhibition, % at 20 µM, or IC50 in µM where a hit was titrated; actives 0.66% (n = 190,000)
Autophagy HCS – autophagy modulation, high-content screen; MEF GFP-LC3 puncta imaging; test concentration mostly 10 µM; calls only at 10 µM (by protocol); actives 0.98% (n = 190,000);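 active = percentage of spot-positive cells more than 3 SD above its plate mean, without a fluorescence outlier flag or 80% toxicity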;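 also: spot-positive cell cutoff set from DMSO-treated cells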
Ins promoter up – MIN6 insulin promoter up-regulation; MIN6 insulin promoter-GFP reporter, high-content imaging; stronger effect = higher value; AID 1625; actives 0.3% (n = 190,000); z-score at 5 µM;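 active = z-score above 3 at 5 µM with at least 500 cells counted in the well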
TNAP activators – human TNAP enzyme activators, primary screen, biochemical, luminescent, no phosphate acceptor, uHTS (AID 1001); purified TNAP, luminescent activation assay, no phosphate acceptor; higher activation fold means a stronger effect; activation fold at 20 µM, or EC50 in µM where a hit was titrated; actives 0.03% (n = 200,000); in the data active = activation fold from about 3, or a potency from the dose series; inactive = the rest, 99 in 100 with activation fold below about 1.6; also: many of its hits are not listed in these tables
Ins promoter up cell count – also measured in Ins promoter up; calls as there; cell count; measured here: cytotoxicity, nuclei count;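 total cells summed across four imaged fields per well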
Hep lipid drop cells 6.5 µM – also measured in Hep lipid drop; calls as there; cell count; measured here: cell count, cytotoxicity flag;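 cells counted across two imaged fields per well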
b-catenin transl cell count 5 µM – further read-out of b-catenin transl, marked with its call; cell count; measured here: cell count, cytotoxicity flag
T cell HTS vesicle-bound % – further read-out of T cell HTS, marked with its call; double positive events, %; measured here: CD8+ vesicle-bound cell fraction;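 binding gate set so that unloaded-vesicle control wells show 10% double positive cells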
MT stabilizer Hoechst-high % – second read-out of MT stabilizer, no call of its own (marks repeat the call); % Hoechst-high responders; measured here: nuclear condensation Hoechst responders;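 share of cells brighter than vehicle mean plus two SD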
MT stabilizer cytotoxicity % – recorded beside MT stabilizer, whose call it bears; toxicity, %; measured here: cytotoxicity by cell density;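 0% = mean cell density of plate MIN control wells and 100% = no cells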
Autophagy HCS cell loss 18 h – second read-out of Autophagy HCS, no call of its own (marks repeat the call); toxicity, %; measured here: cell loss, nuclei count;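 cell loss after 18 h compound exposure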
* marks the source's active call; other numbers are inactive results. Rule as the data show it, unless noted: active = inhibition above about 50%; inactive = the rest.

CC/C(O)=C1\C(=O)CC(C)(C)CC1=Nc1ccccc1C was read as T cell HTS inactive, human PMI inhibition -8%, MT stabilizer 4.6, Hep lipid drop -5, human PMI inhibitors -1%, Autophagy HCS inactive, Ins promoter up -0.2, TNAP activators 1, Ins promoter up cell count 1413, Hep lipid drop cells 6.5 µM 707, T cell HTS vesicle-bound % 21, MT stabilizer Hoechst-high % 3.8, MT stabilizer cytotoxicity % 5.3 and Autophagy HCS cell loss 18 h -2.
For CC(C)CC(NC(=O)c1ccc(Cl)cc1)C(=O)OCC(=O)c1ccc2c(c1)NC(=O)CO2 (stereo not given) the results were T cell HTS inactive, human PMI inhibition -12%, MT stabilizer 1.8, Hep lipid drop 17, b-catenin transl -1.7, human PMI inhibitors -10%, Autophagy HCS inactive, Ins promoter up -1.1, TNAP activators 1.1, Ins promoter up cell count 917, Hep lipid drop cells 6.5 µM 747, b-catenin transl cell count 5 µM 1155, T cell HTS vesicle-bound % 38, MT stabilizer Hoechst-high % 1.3, MT stabilizer cytotoxicity % 6.7 and Autophagy HCS cell loss 18 h -14.
For Cc1nc(Oc2ccccc2)c2ccsc2n1 the results were T cell HTS inactive, human PMI inhibition -15%, MT stabilizer 2.7, Hep lipid drop -24, b-catenin transl 0.4, human PMI inhibitors -14%, Autophagy HCS inactive, Ins promoter up -0.06, TNAP activators 1.1, Ins promoter up cell count 1272, Hep lipid drop cells 6.5 µM 725, b-catenin transl cell count 5 µM 1068, T cell HTS vesicle-bound % 36, MT stabilizer Hoechst-high % 2.3, MT stabilizer cytotoxicity % 5.1 and Autophagy HCS cell loss 18 h -1.
Cc1cc(C)nc(NC(=O)Cc2ccc([N+](=O)[O-])cc2)c1 was read as T cell HTS inactive, human PMI inhibition 3%, MT stabilizer 2.8, Hep lipid drop -13, b-catenin transl -0.3, human PMI inhibitors 2%, Autophagy HCS inactive, Ins promoter up -0.09, TNAP activators 1.2, Ins promoter up cell count 1436, Hep lipid drop cells 6.5 µM 687, b-catenin transl cell count 5 µM 1069, T cell HTS vesicle-bound % 13, MT stabilizer Hoechst-high % 2.4, MT stabilizer cytotoxicity % 0.2 and Autophagy HCS cell loss 18 h 9.
Screening CCCCCCNC(=O)c1ncn[nH]1 returned T cell HTS inactive, Hep lipid drop -3, b-catenin transl 2.9, Ins promoter up 0.41, Ins promoter up cell count 1111, Hep lipid drop cells 6.5 µM 743, b-catenin transl cell count 5 µM 1390 and T cell HTS vesicle-bound % 32.
CC(C)Nc1nc(NC(C)C)nc(OCCOC(=O)c2ccccc2)n1 was read as T cell HTS inactive, human PMI inhibition 9%, MT stabilizer 4.8, Hep lipid drop 5, b-catenin transl -3.0, human PMI inhibitors 17%, Autophagy HCS inactive, Ins promoter up -0.18, TNAP activators 1, Ins promoter up cell count 1287, Hep lipid drop cells 6.5 µM 734, b-catenin transl cell count 5 µM 577, T cell HTS vesicle-bound % 30, MT stabilizer Hoechst-high % 1.4, MT stabilizer cytotoxicity % 12 and Autophagy HCS cell loss 18 h -3.
`COc1ccc(/C=C/C(=O)NC(=S)NNC(=O)c2c(-c3ccccc3)noc2C)cc1` gave T cell HTS inactive, human PMI inhibition -14%, MT stabilizer 4.4, Hep lipid drop 8, b-catenin transl 0.5, human PMI inhibitors -20%, Autophagy HCS inactive, Ins promoter up -0.23, TNAP activators 1.4, Ins promoter up cell count 1154, Hep lipid drop cells 6.5 µM 693, b-catenin transl cell count 5 µM 979, T cell HTS vesicle-bound % 52, MT stabilizer Hoechst-high % 2.0, MT stabilizer cytotoxicity % 6.9 and Autophagy HCS cell loss 18 h 20.
For CN1CCc2c(sc(/N=C/c3cccs3)c2C(N)=O)C1 the results were T cell HTS inactive, human PMI inhibition 6%, MT stabilizer 1.2, b-catenin transl 0.1, human PMI inhibitors 14%, Autophagy HCS inactive, Ins promoter up 0.7, TNAP activators 1.1, Ins promoter up cell count 1400, b-catenin transl cell count 5 µM 1157, T cell HTS vesicle-bound % 26, MT stabilizer Hoechst-high % 1.0, MT stabilizer cytotoxicity % 9.2 and Autophagy HCS cell loss 18 h -4.
For Nc1ncc(Br)cc1N=Cc1ccccc1 the results were T cell HTS inactive, human PMI inhibition 6%, MT stabilizer 4.6, Hep lipid drop -2, b-catenin transl 0.8, human PMI inhibitors 25%, Autophagy HCS inactive, Ins promoter up -0.38, TNAP activators 1, Ins promoter up cell count 1305, Hep lipid drop cells 6.5 µM 665, b-catenin transl cell count 5 µM 554, T cell HTS vesicle-bound % 35, MT stabilizer Hoechst-high % 2.8, MT stabilizer cytotoxicity % 4.7 and Autophagy HCS cell loss 18 h 2.
For COc1ccc(NC(=O)C2CSC(C)(C)N2C=O)cc1 (stereo not given) the results were T cell HTS inactive, human PMI inhibition -14%, MT stabilizer 1.7, Hep lipid drop -13, b-catenin transl 1.1, human PMI inhibitors -12%, Autophagy HCS inactive, Ins promoter up -0.7, TNAP activators 1.2, Ins promoter up cell count 1113, Hep lipid drop cells 6.5 µM 720, b-catenin transl cell count 5 µM 1044, T cell HTS vesicle-bound % 54, MT stabilizer Hoechst-high % 1.6, MT stabilizer cytotoxicity % 6.2 and Autophagy HCS cell loss 18 h 4.
Screening O=C(OCc1c(Cl)cccc1Cl)c1cccnc1Cl returned T cell HTS inactive, human PMI inhibition 14%, MT stabilizer 1.5, Hep lipid drop -1, b-catenin transl -2.5, human PMI inhibitors 13%, Autophagy HCS inactive, Ins promoter up -0.08, TNAP activators 1, Ins promoter up cell count 899, Hep lipid drop cells 6.5 µM 780, b-catenin transl cell count 5 µM 1202, T cell HTS vesicle-bound % 30, MT stabilizer Hoechst-high % 1.3, MT stabilizer cytotoxicity % 15 and Autophagy HCS cell loss 18 h -18.
C(=N\Nc1ncnc2ccccc12)/c1ccccc1 was read as T cell HTS inactive, human PMI inhibition -6%, MT stabilizer 2.1, b-catenin transl 0.1, human PMI inhibitors -6%, Autophagy HCS active, Ins promoter up -0.95, TNAP activators 1.2, Ins promoter up cell count 1178, b-catenin transl cell count 5 µM 1087, T cell HTS vesicle-bound % 54, MT stabilizer Hoechst-high % 1.8, MT stabilizer cytotoxicity % 5.9 and Autophagy HCS cell loss 18 h 19*.
For COc1ccc(/C=N/c2nc3ccccc3n2CCN2CCCCC2)cc1OC the results were T cell HTS inactive, human PMI inhibition -1%, MT stabilizer 2.8, Hep lipid drop 11, b-catenin transl 0.1, human PMI inhibitors 0%, Autophagy HCS inactive, TNAP activators 1.1, Hep lipid drop cells 6.5 µM 757, b-catenin transl cell count 5 µM 1210, T cell HTS vesicle-bound % 37, MT stabilizer Hoechst-high % 1.7, MT stabilizer cytotoxicity % 8.9 and Autophagy HCS cell loss 18 h -4.
Screening CC1Cc2ccccc2N1c1ncnc2c1nnn2Cc1ccccc1Cl (stereo not given) returned T cell HTS inactive, human PMI inhibition 1%, MT stabilizer 2.7, Hep lipid drop -2, b-catenin transl 0.8, human PMI inhibitors -1%, Autophagy HCS inactive, Ins promoter up -0.71, TNAP activators 1, Ins promoter up cell count 1003, Hep lipid drop cells 6.5 µM 616, b-catenin transl cell count 5 µM 1201, T cell HTS vesicle-bound % 7, MT stabilizer Hoechst-high % 1.9, MT stabilizer cytotoxicity % 6.8 and Autophagy HCS cell loss 18 h -1.
`C=CCN=c1scc(C)n1/N=C/c1ccc(O)c(O)c1` gave T cell HTS inactive, human PMI inhibition 49%, MT stabilizer 3.7, Hep lipid drop 4, b-catenin transl 3.4, human PMI inhibitors 20%, Autophagy HCS inactive, Ins promoter up -0.63, TNAP activators 0.2, Ins promoter up cell count 928, Hep lipid drop cells 6.5 µM 744, b-catenin transl cell count 5 µM 967, T cell HTS vesicle-bound % 43, MT stabilizer Hoechst-high % 2.9, MT stabilizer cytotoxicity % 3.0 and Autophagy HCS cell loss 18 h 22.
Screening CCCc1[nH]nc2c1C(c1c(C)nn(-c3ccccc3)c1Cl)C(C#N)=C(N)O2 (stereo not given) returned T cell HTS inactive, human PMI inhibition 17%, MT stabilizer 2.6, Hep lipid drop 6, b-catenin transl -1.2, human PMI inhibitors 16%, Autophagy HCS inactive, Ins promoter up -0.66, TNAP activators 1.2, Ins promoter up cell count 1772, Hep lipid drop cells 6.5 µM 663, b-catenin transl cell count 5 µM 1113, T cell HTS vesicle-bound % 30, MT stabilizer Hoechst-high % 0.7, MT stabilizer cytotoxicity % 0.4 and Autophagy HCS cell loss 18 h 25.
Screening CC(CCc1ccccc1)NC(=O)CNC(=S)N(Cc1cccs1)C1CCCC1 (stereo not given) returned human PMI inhibition 18%, MT stabilizer 2.2, Hep lipid drop -17, b-catenin transl 0.6, human PMI inhibitors 14%, Autophagy HCS inactive, Ins promoter up -0.74, TNAP activators 1.1, Ins promoter up cell count 1214, Hep lipid drop cells 6.5 µM 715, b-catenin transl cell count 5 µM 1074, MT stabilizer Hoechst-high % 1.8, MT stabilizer cytotoxicity % 12 and Autophagy HCS cell loss 18 h 22.

Compounds above with an NH in an aromatic ring:
Screening CCCCCCNC(=O)c1ncn[nH]1 returned T cell HTS inactive, Hep lipid drop -3, b-catenin transl 2.9, Ins promoter up 0.41, Ins promoter up cell count 1111, Hep lipid drop cells 6.5 µM 743, b-catenin transl cell count 5 µM 1390 and T cell HTS vesicle-bound % 32.
Screening CCCc1[nH]nc2c1C(c1c(C)nn(-c3ccccc3)c1Cl)C(C#N)=C(N)O2 (stereo not given) returned T cell HTS inactive, human PMI inhibition 17%, MT stabilizer 2.6, Hep lipid drop 6, b-catenin transl -1.2, human PMI inhibitors 16%, Autophagy HCS inactive, Ins promoter up -0.66, TNAP activators 1.2, Ins promoter up cell count 1772, Hep lipid drop cells 6.5 µM 663, b-catenin transl cell count 5 µM 1113, T cell HTS vesicle-bound % 30, MT stabilizer Hoechst-high % 0.7, MT stabilizer cytotoxicity % 0.4 and Autophagy HCS cell loss 18 h 25.
